Screening results deposited in PubChem BioAssay by Broad Institute.
CD40 NFkB inh: inhibitors of CD40-induced NF-kB signaling, primary screen, BL2 cells, luciferase reporter, single point; CD40L-induced, 4 h; inhibition, % at 10 µM; hit rate 0.94% among 83,000;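 active = mean inhibition of at least 50% with a set share of replicates also reaching that level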;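 also: 0% = neutral control wells and 100% = IKK inhibitor VII at 50 µM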
Active calls of the source: *; [ ] = another dose, or the depositor's remark.

SMILES,CD40 NFkB inh
O=C(CN=C1NS(=O)(=O)c2ccccc21)OCC(=O)c1cc(F)ccc1F,11
CO[C@H](CN(C)C(=O)Nc1ccc(Cl)cc1)[C@@H](C)CN(Cc1ccccc1Cl)[C@H](C)CO,-9[25 µM]
O=C(CN1CCN(Cc2cccc(Cl)c2)C1=O)NCc1ccccn1,7
CCOC(=O)C1(CCCc2ccccc2)CCN(C(=O)CCN2CCCCC2=O)CC1,5
N#Cc1ccc(-c2csc(NC3=NCCCCC3)n2)cc1,-69
O=C(COc1ccc(Cl)cc1)NCC(=O)N1CCC2(CC1)NCCc1[nH]cnc12,9
Cc1cc(NC(=O)C2CCCN2C(=O)Nc2cccc(Cl)c2)ccc1-n1cnnn1 (stereo not drawn),23
COc1ccc(OC)c(Cc2nnc(CCC(=O)N3CCC(N4CCCCC4)CC3)o2)c1,5
O=C(O)C1CCN(C(=O)c2cc(F)cc3c2OCOC3)CC1,7
CCOC(=O)N1CCN(CC(O)COCC2=CCC3CC2C3(C)C)CC1 (stereo not drawn),7
Cc1ccc(NC(=O)CN(C)C(=O)c2ccccn2)cc1,6
NC(=S)NN=Cc1ccc(-c2ccc(S(=O)(=O)Nc3ncccn3)cc2)o1,6
NC(=O)Cc1c[nH]c2cccc(O)c12,14
CCCCSCCCNC(=O)Nc1ccc(C)c(C)c1,2
CC(=O)Nc1ccc(S(=O)(=O)NCCc2ccc3c(c2)OCCO3)cc1,6
O=C(O)COc1ccc2occ(C(=O)c3ccccc3)c2c1,-24
N#CCOC(=O)c1cc(S(=O)(=O)N2CCCCC2)ccc1N1CCOCC1,4
Cc1ccc(S(=O)(=O)Nc2cccc3ncccc23)cc1,1
CCCCNC(=O)N1CCN(S(C)(=O)=O)CC1,15
COc1ccc(NC(=O)/C(N=Nc2cccc(S(=O)(=O)Nc3ccc(SC(F)F)cc3)c2)=C(\C)O)cc1,-3
CC(C)NC(=O)Nc1cccc2c1O[C@H](CN(C)C(=O)OC(C)(C)C)[C@H](C)CN(C)C2=O,-106
COc1ccccc1-c1ccc([C@@H]2[C@@H](CO)N3CCCCN(C(=O)NC4CCCC4)C[C@H]23)cc1,7[25 µM]
O=C(NCCc1c[nH]c2ccccc12)C(=O)Nc1cc2c3c(c1)CC(=O)N3CCC2,12
CC(NC(=O)c1ccc2c(c1)OCO2)C(c1cccs1)N1CCOCC1 (stereo not drawn),10
Cc1cc(C)n2nc(SCC(=O)NC(=O)c3ccc(OC(F)F)cc3)nc2n1,-7
CC(=O)Nc1cccc(-c2csc(N)n2)c1,-1
O=C(C1CC1)N1CC2(C1)[C@H](c1ccccc1)[C@@H](CO)N2S(=O)(=O)c1ccccc1,-2[25 µM]
CC(C)NC(=O)Nc1ccc2c(c1)C(=O)N(C)C[C@H](C)[C@H](CN(C)C(=O)OC(C)(C)C)O2,0
CC(=O)OCC1=C(C(=O)O)N2C(=O)C(NC(=O)CCn3nc(C(F)(F)F)c(Br)c3C3CC3)C2SC1 (stereo not drawn),10
COc1ccc(-c2cc(=O)n(-c3nc4ccccc4[nH]3)[nH]2)cc1,-71
COc1ccc(NC(=O)N2CC(=O)N3[C@H](CO)[C@H](c4ccc(C5=CCCC5)cc4)[C@@H]3C2)cc1,-6
O=[N+]([O-])c1ccc(OCCO)nc1,0
CCC1CCc2c(sc(NC(C)=O)c2C#N)C1 (stereo not drawn),-35
CCCC#Cc1ccc([C@H]2[C@@H](CO)N(C(=O)C3CC3)[C@H]2C#N)cc1,-3
CCCCCCCC[n+]1cccc2c3ccccc3ccc21,93*
O=C(CC1Sc2ccccc2NC1=O)OCC(=O)N1CCc2ccccc21 (stereo not drawn),-41
COC(=O)c1cc2ccccc2c(-c2c(OC)c(C(=O)OC)cc3ccccc23)c1OC,4
Cc1ccc(F)cc1NC(=O)c1ccc2c(c1)OCO2,-21
CC(C)NC(=O)Nc1ccc2c(c1)C(=O)N([C@H](C)CO)C[C@H](C)[C@@H](CN(C)C(=O)NC(C)C)O2,-4
O=C(NCc1ccccn1)C(C(=O)c1cccc([N+](=O)[O-])c1)n1cc(Cl)ccc1=O (stereo not drawn),3
COc1cccc(C=Cc2nccc3ccccc23)c1OC,-71
Cc1ccccc1-c1ccccc1[C@H]1[C@@H](CO)N(C(=O)c2ccc(F)cc2)[C@H]1C#N,7[25 µM]
OCCOCCOCCn1c2ccccc2c2ccccc21,-2
CN(CC(=O)Nc1cccc(F)c1)C(=O)C1CCN(C(=O)c2ccc(Cl)cc2)CC1,17
Cc1ccc(CSCC(=O)N(C)CC(=O)Nc2cccc(F)c2)cc1,-16
CN1CCN(S(=O)(=O)c2ccc(N3CCN(c4ccccc4O)CC3)c([N+](=O)[O-])c2)CC1,-7
[O-]C(=C(C(=S)Nc1cccc2ccccc12)[n+]1ccccc1)c1ccc2c(c1)OCCO2,55*
Cc1ccc(S(=O)(=O)N2C(=O)CCC2C(=O)Nc2ccc3c(c2)OCCO3)cc1 (stereo not drawn),10
O=C(Cc1ccncc1)N1CC[C@@H]2[C@H]1c1cc(-c3ccccc3F)ccc1N[C@@H]2CO,-14[25 µM]
C[C@H](NC(=O)N1CCn2c1nc1ccccc12)C(=O)N1CCCCC1,-20

Quoted from above for reference:
SMILES,CD40 NFkB inh
CC(=O)Nc1cccc(-c2csc(N)n2)c1,-1
O=C(C1CC1)N1CC2(C1)[C@H](c1ccccc1)[C@@H](CO)N2S(=O)(=O)c1ccccc1,-2[25 µM]

(cont.)
SMILES,CD40 NFkB inh
CN1c2ccc(-c3ccc(C#N)cc3)cc2[C@@H]2[C@@H](CCN2S(=O)(=O)c2cccc(F)c2)[C@@H]1CO,14
O=S(=O)(c1ccc(Oc2ccc(Cl)cc2)nc1)N1CCOCC1,6
Cc1[nH]c2ccc(C(=O)OCCN(C)C)cc2c1C,-8
CCCCn1c(CCC(=O)O)nc2c1c(=O)[nH]c(=O)n2CCC,-1
Cc1ccccc1S(=O)(=O)N(C)C[C@@H]1OCc2ccccc2-c2c(n(C)c3ccccc23)C(=O)N([C@@H](C)CO)C[C@@H]1C,8
O=C(COc1ccc([N+](=O)[O-])cc1)N(Cc1ccccc1)Cc1ccccc1,14
O=C(COC(=O)[C@@H]1CCCN1S(=O)(=O)c1ccccc1F)c1ccccc1,6
COC(=O)C[N+](C)(C)C/C=C\c1ccccc1,4
O=C(NCC[C@@H]1CC[C@H](NC(=O)c2ccccc2F)[C@H](CO)O1)c1cnccn1,4[25 µM]
CC(=O)N1c2ccc(S(=O)(=O)N(C)CC(=O)NC3CCCC3)cc2CC1C (stereo not drawn),6
O=C(COC(=O)c1ccc2ncsc2c1)Nc1ncc(Cl)cc1Cl,25
COc1ccc(OCc2cc(C(=O)N3CCCC(O)C3)no2)c2ccccc12 (stereo not drawn),-118
COc1ccccc1C(=O)NNC(=O)c1sccc1-n1cccc1,17
C/C=C/c1ccc([C@@H]2[C@@H](CN(CC)C(=O)CC)N(S(C)(=O)=O)[C@H]2CO)cc1,7[25 µM]
CC(=O)c1ccc(OCC(=O)OCc2cc(-c3ccco3)on2)cc1,-12
Cc1noc(C)c1NC(=O)N(C)C[C@@H]1Oc2cc(C#CCN(C)C)ccc2S(=O)(=O)N([C@H](C)CO)C[C@@H]1C,1[25 µM]
COc1cc(C(=O)NCCCNc2nc3cc(C)c(C)cc3cc2C#N)cc(OC)c1OC,-8
CS(=O)(=O)c1ccc2nc(NC(=O)CC3CCCC3)sc2c1,-44
COc1ccc(S(=O)(=O)NC(C(C)C)C(C)C)cc1OC,8
O=C(c1cccnc1)N1C[C@H]2[C@@H](c3ccccc31)[C@@H](CO)N2CC1CCCC1,5
CC(C)c1nc(NCCO)c(C#N)c2c1CCCC2,7
Cc1cc(-c2csc(N)n2)c(C)n1Cc1ccccc1,6
CC(C)NC(=O)NC(=O)COC(=O)c1cccc(OC(F)F)c1,17
CCCCSCc1nc2ccccn2c1Br,-14
CCCN(CC1CC1)C(=O)COC(=O)c1oc2ccc(OCC)cc2c1C,9
OCCC1CN(Cc2nc(-c3ccccc3)cs2)CCN1C1CCCC1 (stereo not drawn),15
CC(C)S(=O)(=O)N1CCCC(c2cc(C(=O)Nc3ccc(F)c(Cl)c3)no2)C1 (stereo not drawn),-32
Nc1c(Cl)ncnc1N1CCCC1,0
Cc1noc(NS(=O)(=O)c2ccc(NC(=O)CCC3CCCC3)cc2)c1C,6
Nc1nc(SC23CC4CC(CC(C4)C2)C3)ns1,-3
CN1CCCCN2[C@H](C1)[C@@H](c1ccc(C#CC3(O)CCCC3)cc1)[C@@H]2CO,-12[25 µM]
CC(=O)n1nc(-c2ccc(C)cc2)nc1NCc1ccco1,-17
CCOc1cc(/C=N/NC(=O)C(C)Sc2ccccc2)ccc1O (stereo not drawn),5
COc1ccccc1N(C)S(=O)(=O)c1ccc(C(=O)OCC(=O)N2CCC2)cc1,5
O=C(Cc1ccc(F)cc1)NCC1CCCO1 (stereo not drawn),8
CCNC(=O)C[C@H]1CC[C@H]2[C@@H](COC[C@H](O)CN2C(=O)c2ccccn2)O1,2[25 µM]
COc1ccc(/C=C/C(=O)OCC(=O)NC2CCCC(C)C2C)cc1 (stereo not drawn),2
Cc1ccc(NC2CCCN(C(=O)c3nonc3C)C2)cc1C (stereo not drawn),0
N#C[C@@H]1[C@@H](c2ccc(-c3cccnc3)cc2)[C@H](CO)N1C(=O)C1CCOCC1,-1[25 µM]
CCCC(C)C(=O)NCc1ccccc1OC (stereo not drawn),3
O=C(Nc1ccc(Oc2ccccc2)cc1)C1CCN(c2ncccn2)CC1,11
O=C(C[C@H]1C[C@@H]2c3cc(NC(=O)NC4CCCCC4)ccc3O[C@@H]2[C@@H](CO)O1)NCC1CC1,6
O=C(Nc1ccccc1Oc1cccnc1)C1CCCN(Cc2ccccc2O)C1 (stereo not drawn),25
Cc1nnc(SCCn2c(N3CCN(C)CC3)nc3c2c(=O)[nH]c(=O)n3C)s1,4
Cc1ccc(S(=O)(=O)N(C)C)cc1NC(=O)C1CCC1,7
O=C(CCCOC(=O)c1ccc(O)cc1O)c1ccccc1,-12
Cc1cc(C)cc(NC(=O)COC(=O)CCCC2=NS(=O)(=O)c3ccccc3N2)c1,3
COc1ccc(Oc2nccc(-c3ccccc3)c2C#N)cc1,-110
CCCCN(C(=O)COC(=O)CSc1ccc([N+](=O)[O-])cc1)c1c(N)n(CCC)c(=O)[nH]c1=O,8
CC(=O)N1CC2(C1)[C@H](c1ccccc1)[C@@H](CO)N2C(=O)Cc1ccccc1,-7[25 µM]

Carrying on:
SMILES,CD40 NFkB inh
CCCN1C(=O)/C(=N\OCC(=O)NC23CC4CC(CC(C4)C2)C3)c2ccccc21,12
O=C1N(Cc2cccc(Cl)c2)C[C@@H]2C[C@@H](c3cccc4ncccc34)N3CCC[C@@]123,6
COc1ccccc1CNC(=O)C1CCC1,0
CC(C)(C)N1CC(C(=O)Nc2ccc(S(=O)(=O)N3CCCCC3)cc2)CC1=O (stereo not drawn),-9
Cc1ccc2nc(-c3ccc(NC(=S)NC4CC(C)(C)NC(C)(C)C4)cc3)sc2c1,20
CCc1nc2c(n1O)CCc1nonc1-2,7
CCc1nnc(NS(=O)(=O)c2ccc(Nc3ccc([N+](=O)[O-])c4nonc34)cc2)s1,16
CCOc1ccc(NC(=O)CN(C)C(=O)c2cc(C)on2)cc1OCC,2
O=S(=O)(CCc1nc2ccccc2o1)c1ccc(Cl)cc1,9
CCn1ccc(C(=O)Nc2ccc3c(c2)CCC3)n1,10
O=C(COc1coc(CN2CCCc3ccccc32)cc1=O)Nc1ccc([N+](=O)[O-])cc1,-33
O=C(c1ccccc1)N1CCCCC(Sc2nnc3ccccn23)C1=O (stereo not drawn),0
CC(C)(C)NC(=O)NC(=O)COC(=O)COc1ccc(Cl)cc1Cl,4
O=C(NCc1cccnc1)c1ccc(Br)o1,8
C[C@H](CO)N1C[C@H](C)[C@H](CN(C)S(=O)(=O)c2ccccc2)OCc2cnnn2CCCC1=O,3
CCN(c1ccccc1)S(=O)(=O)c1ccc(Cl)c(C(=O)N2CCCC2)c1,20
O=C(COc1ccccc1)N(Cc1nnc(-c2ccccc2Cl)o1)C1CC1,5
CNC(=O)c1cc2ncc(C(F)(F)F)cc2s1,-27

Some of these compounds in order of formula weight, smallest number first.
SMILES,CD40 NFkB inh
CCc1nc2c(n1O)CCc1nonc1-2,7
COc1ccccc1CNC(=O)C1CCC1,0
CCn1ccc(C(=O)Nc2ccc3c(c2)CCC3)n1,10
CNC(=O)c1cc2ncc(C(F)(F)F)cc2s1,-27
O=C(NCc1cccnc1)c1ccc(Br)o1,8
O=S(=O)(CCc1nc2ccccc2o1)c1ccc(Cl)cc1,9
CCOc1ccc(NC(=O)CN(C)C(=O)c2cc(C)on2)cc1OCC,2
CC(=O)N1CC2(C1)[C@H](c1ccccc1)[C@@H](CO)N2C(=O)Cc1ccccc1,-7[25 µM]
O=C(c1ccccc1)N1CCCCC(Sc2nnc3ccccn23)C1=O (stereo not drawn),0
CCN(c1ccccc1)S(=O)(=O)c1ccc(Cl)c(C(=O)N2CCCC2)c1,20
CCCN1C(=O)/C(=N\OCC(=O)NC23CC4CC(CC(C4)C2)C3)c2ccccc21,12
CC(C)(C)N1CC(C(=O)Nc2ccc(S(=O)(=O)N3CCCCC3)cc2)CC1=O (stereo not drawn),-9
O=C1N(Cc2cccc(Cl)c2)C[C@@H]2C[C@@H](c3cccc4ncccc34)N3CCC[C@@]123,6
O=C(COc1coc(CN2CCCc3ccccc32)cc1=O)Nc1ccc([N+](=O)[O-])cc1,-33
Cc1ccc2nc(-c3ccc(NC(=S)NC4CC(C)(C)NC(C)(C)C4)cc3)sc2c1,20
C[C@H](CO)N1C[C@H](C)[C@H](CN(C)S(=O)(=O)c2ccccc2)OCc2cnnn2CCCC1=O,3

Some of the compounds tested; count on the stated rates, not on these rows.
